# Luciferase inh = inhibitors of firefly luciferase; hit rate 2.2% among 72,000; P08659; AID 411; Potency, µM (doses to about 57.1 µM), without a hit: at the highest dose activity change, negative = inhibition, most hits filed as inhibitors; purified firefly luciferase, luminescence, 8 min; also: potency is read from the fitted curve at half-maximal effect; % is scaled to controls: 0 for no effect and ±100 for the full control effect; nearly all actives have a fitted effect of over 40% in size
# Target sequence (P08659 whole entry, looked up): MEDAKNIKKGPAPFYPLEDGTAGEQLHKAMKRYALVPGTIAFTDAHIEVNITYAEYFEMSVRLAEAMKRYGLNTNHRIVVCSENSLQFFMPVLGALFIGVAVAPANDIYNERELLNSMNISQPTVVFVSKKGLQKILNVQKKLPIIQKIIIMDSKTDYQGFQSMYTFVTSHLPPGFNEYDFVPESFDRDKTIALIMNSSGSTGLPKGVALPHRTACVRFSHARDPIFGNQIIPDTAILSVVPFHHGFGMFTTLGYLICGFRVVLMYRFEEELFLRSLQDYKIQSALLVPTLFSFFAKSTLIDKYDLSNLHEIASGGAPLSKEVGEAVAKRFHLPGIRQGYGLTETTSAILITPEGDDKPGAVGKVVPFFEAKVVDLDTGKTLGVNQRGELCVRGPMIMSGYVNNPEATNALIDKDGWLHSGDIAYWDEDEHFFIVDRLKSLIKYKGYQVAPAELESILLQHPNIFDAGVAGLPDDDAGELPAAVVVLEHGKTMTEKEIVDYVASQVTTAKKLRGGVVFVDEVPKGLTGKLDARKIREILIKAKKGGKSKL
#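 Compounds were tested as concentration series (qHTS) against purified P. pyralis luciferase with luciferin and 10 uM ATP in 50 mM imidazole pH 7.2, 50 mM KCl, 7 mM MgCl2, 0.01% Tween 20, 0.05% BSA. Luminescence was read after 8 min at ambient temperature.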
# Hsp90 Hop PPI = changes Hsp90-Hop TPR2A binding signal, up or down; AlphaScreen TPR2A-His6 binding biotin-Hsp90 C-terminal peptide; Potency, µM (doses to about 57 µM), for the others: at the highest dose activity change, negative = inhibition; hit rate 0.44% among 71,000; AID 595; active = well fitted curve in either direction with a large enough effect; inconclusive = small, poorly fitted or top-dose-only effect, or another doubt; also: potency is read from the fitted curve at half-maximal effect; % is scaled to controls: 0 for no effect and ±100 for the full control effect; many of its hits are not listed in these tables
# 4-MU autofl = compound fluoresces in the 4-MU spectral region | compound autofluorescence, 340/450 nm, 4-MU equivalents; active compounds read high | AID 589 | hit rate 11% among 59,000 | max dye-equivalent concentration, M; in the data active = max dye-equivalent concentration above about 10 nM; inconclusive = mostly about 1.1 nM to 9.6 nM
#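 Compounds in 100 mM Tris, pH 8.0, incubated 15 min at room temperature, then fluorescence read at 340 nm excitation/450 nm emission. Signal converted to 4-MU dye-equivalent concentration using an on-plate six-point 4-MU standard curve.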
# HBB splicing = modulators of hemoglobin beta chain splicing | Potency, µM (top dose mostly 46.1 µM), for the others: at the top dose activation, usual class: activators | hit rate 0.06% among 65,000 | HBB splicing reporter cell assay, activation; EGFP reporter with mutant IVS2-654 intron; response scale: normalised to 500 nM splice-correcting PNA; also: potency is read from the fitted curve at half-maximal effect; 0% is about no effect
#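 Compounds were applied for 2 days to HeLa EGFP-654 cells, 500/well in Optimem with 2% FCS. The reporter's EGFP is disrupted by mis-splicing of beta-globin intron IVS2-654. Readout: summed well GFP fluorescence from 488 nm laser scanning; reference was 500 nM antisense […] 654 PNA.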
# ERK AVP block = inhibitors of vasopressin-stimulated ERK signaling pathway | HEK293-V1b, vasopressin-stimulated pERK AlphaScreen | Potency, µM (series often up to 57.5 µM), inactives show at the top dose activity, negative = inhibition, most hits filed as inhibitors | hit rate 0.99% among 72,000 | AID 995; also: potency is read from the fitted curve at half-maximal effect; % is scaled to controls: 0 for no effect and ±100 for the full control effect; nearly all actives have a fitted effect of over 55% in size
#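 V1b-HEK293 cells; cpd 30 min 37C; 25 nM vasopressin 5 min; lyse 10 min; AlphaScreen beads 5 hr RT. Normalized to DMSO basal and 25 nM vasopressin; AC50 by Hill fit.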
# UbGFP stabilizer = proteasome inhibitors stabilizing ubiquitin-GFP reporter | Ubiquitin-GFP reporter cells, proteasome inhibition, GFP fluorescence; response scale: untreated = 0%, 10 µM MG-132 = 100% | Potency, µM (highest dose often 45.9 µM), inactives show top-dose activation (GFP accumulation), most hits filed as activators | 67,000 tested, under 10 active | AID 526; active = well fitted activation curve with a large enough effect, not every such curve was filed as active; inconclusive = small, poorly fitted or top-dose-only effect, or another doubt; inactive = no such curve, though single readings can be large or run the other way; also: potency is read from the fitted curve at half-maximal effect
#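 Proteasome blockade was scored as a rise in GFP-expressing U2OS cells carrying a ubiquitin(G76V)-GFP construct, imaged after 4 hr compound treatment at 37 °C across a 46 uM–2.9 nM series.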
# A350 fluor = compounds fluorescent in Alexa 350 spectral region; max dye-equivalent concentration, M; hit rate 11% among 59,000; Compound autofluorescence, 340/450 nm, Alexa 350 dye-equivalents; active compounds read high; AID 590; in the data active = max dye-equivalent concentration above about 10 nM; inconclusive = mostly about 1.1 nM to 9.6 nM
# Epigenetic mod = derepresses silenced GFP locus in mouse C127i cells; mouse C127i GFP locus derepression, cytometry, 30 h; Potency, µM (doses to about 46.1 µM), for inactives: at the highest dose GFP derepression (activation); hit rate 0.09% among 68,000; also: % of control where 0% means no effect
#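 Read-out is the number of GFP-positive cells, scored as fluorescent objects 20 to 120 um wide, reflecting derepression of a silenced CMV-GFP reporter in murine C127i cells after 30 h compound exposure at 37 C.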
# Fluorescein fluor = compound fluoresces in the fluorescein spectral region; AID 593; hit rate 0.91% among 59,000; max fluorescein-equivalent concentration, M; Compound autofluorescence, 480/540 nm, fluorescein-equivalent; active compounds read high; in the data active = max fluorescein-equivalent concentration above about 10 nM; inconclusive = between about 1.1 nM and that limit
#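 Autofluorescence profiling; 100 mM Tris, pH 8.0; incubation 15 min at RT; ex/em 480/540 nm; result as fluorescein-equivalent concentration.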
# CRE-bla Fsk = modulators of forskolin-stimulated CRE signaling in CHO cells; AID 662; CHO CRE-bla reporter (cAMP response element driving beta-lactamase), forskolin EC10, beta-lactamase ratio; Potency, µM (highest dose often 38.2 µM), for the others: top-dose activity change, negative = inhibition, actives largely listed as activators; hit rate 2.5% among 71,000; active = well fitted activation curve with a large enough effect in the signal ratio, with a control signal flat, not every such curve was filed as active; inconclusive = small, poorly fitted or top-dose-only effect, or effect the other way, or a change in a side signal; the % refers to the signal ratio; also: potency is read from the fitted curve at half-maximal effect; % of control where 0% means no effect
#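 Beta-lactamase reporter under a cAMP responsive element in CHO cells; compounds tested in titration series against EC10 NKH 477, 3 h at 37 °C. Read-out: CCF4 FRET ratio 460nm/530nm (excitation 405nm) giving %Activity, fitted to AC50.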
# TexasRed autofl = compounds fluorescent in Texas Red spectral region; Compound fluorescence, Texas Red channel, 547/618 nm; active compounds read high; max dye-equivalent concentration, M; hit rate 0.06% among 59,000; AID 587; in the data active = max dye-equivalent concentration above about 10 nM; inconclusive = between about 1.1 nM and that limit
#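 Spectral interference profiling: each compound concentration's relative fluorescence, read with a 547 nm excitation and 618 nm emission filter pair, was normalized to a per-plate Texas Red standard curve.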
# Active calls of the source: *; i = inactive; ? = inconclusive; nt = no result given; & = joins results of further samples; [ ] = another dose, or the depositor's remark. Unless noted, calls follow the shape of the dose curve; as a rule, active = well fitted curve in the direction sought with a large enough effect; inconclusive = small, poorly fitted or top-dose-only effect, or another doubt; inactive = no such curve, though single readings can be large; an effect the other way counts as inactive or inconclusive.
SMILES,Luciferase inh,Hsp90 Hop PPI,4-MU autofl,HBB splicing,ERK AVP block,UbGFP stabilizer,A350 fluor,Epigenetic mod,Fluorescein fluor,CRE-bla Fsk,TexasRed autofl
CCOC(=O)N1CCN(C(=O)Cn2nc(C)c3sc4ccccc4c3c2=O)CC1,0.2%,0.7%,?,-0.8%,16.3%,1.3%,?,1.0%,i,?,i
COC(=O)[C@H](C)NC(=O)NC1CCCc2ccccc21 (stereo partly specified),0.2%,-2.9%,i,-0.6%,18.2%,-16.5%,i,4.2%,i,?,?
Nc1nc2n(n1)C(c1ccco1)CC(c1ccc(Cl)cc1)N2 (stereo unspecified),-4.9%,-6.2%,1.19e-08M*,nt,-12.7%,6.5%,1.15e-08M*,-1.2%,i,-2.0%,i
CC1CN(C(=O)c2ccccc2C(=O)c2ncc[nH]2)CC(C)O1 (stereo unspecified),4.6%,-2.2%,i,-0.2%[57.5 µM],-8.6%,2.5%,i,-2.7%,i,1.0%,i
CN(c1ccccc1C(=O)Nc1ccc2c(c1)OCO2)S(C)(=O)=O,-1.4%,-11.2%,i,0.3%,-2.4%,2.7%,i,1.7%,i,-2.8%,i
O=C(NC1CCCCC1)N1CCN(C2CCCCC2)CC1,1.6%,-2.6%,1.69e-07M*,-1.4%,1.6%,-7.7%,1.66e-07M*,2.9%,?,19.9%,?
c1cncc(-c2nc(N3CCCCCC3)c3ccccc3n2)c1,0.6%,7.8%,i,1.9%[0.369 µM],20µM*,nt,i,0.0%,?,?,i
CCCCN(CC)CCCNC(=O)c1cc2c(=O)n(C)c3ccccc3c2n1C,-5.2%,-4.2%[2.3 µM],nt,1.4%,10.7%,-14.3%,nt,nt,nt,12.2%,nt
Cc1ccc(S(=O)(=O)N2CCN(C(=O)CCC(=O)OCC(=O)Nc3cccc(C#N)c3)CC2)cc1,5.0%,-0.6%,i,-0.1%[57.5 µM],1.8%,-0.9%,i,-1.3%,?,-0.4%,i
CC1Cc2ccccc2N1C(=O)CN1CCc2ccccc2C1 (stereo unspecified),-0.7%,-4.6%,i,0.8%[57.5 µM],-7.2%,-1.0%,i,3.4%,i,-15.3%,?
Cc1ccccc1-n1nc(C)c2cc(C(=O)N3CCOCC3)sc21,4.1%,-2.2%,i,-0.6%,-6.1%,3.0%,i,5.4%,i,-3.6%,i
O=C1CCCC2=C1C1(CCCCC1)N=C(Nc1nc3ccccc3s1)N2,1.5%,-2.3%,4.73e-07M*,2.1%,-10.3%,-6.6%,4.12e-07M*,0.0%,i,-8.6%,i
COc1ccccc1CNc1ncnc2ccc(-c3ccccc3CN(C)C)cc12,-1.7%[2.29 µM],-3.3%,?,-0.8%,-18.9%,10.5%,?,2.2%[9.22 µM],?,-9.9%,i
COc1cc(C2c3sc(=O)[nH]c3SC3C4CCC(C4)C23)ccc1O (stereo unspecified),2.0%,-15.7%,i,0.2%,0.0%,8.6%,i,3.6%,i,7.9%,i
Cc1nnc2ccc(N3CCC(C(N)=O)(N4CCCCC4)CC3)nn12,-1.2%,-2.9%[2.3 µM],nt,0.7%,-19.9%,2.9%,nt,nt,nt,3.3%,nt
COc1ccc(OCC(O)CN2CCCCC2)cc1 (stereo unspecified),1.1%,-5.6%[2.3 µM],nt,0.2%,-15.9%,-8.6%,nt,nt,nt,-10.0%,nt
CCOCCOC(=O)c1[nH]c2c(c1C)C(=O)CC(c1ccc(N(C)C)cc1)C2 (stereo unspecified),-8.3%,-10.5%,nt,-1.4%,25.1µM*,-2.9%,nt,-1.5%,nt,-0.6%,nt
O=C(NCC(=O)N(Cc1ccco1)C(C(=O)NC1CCCCC1)c1cccnc1)c1ccco1 (stereo unspecified),1.4%,3.2%,i,-0.3%[57.5 µM],6.4%,0.4%,i,-1.3%,i,4.2%,i
CN(Cc1cccc(F)c1)C(=O)c1ccc(S(=O)(=O)C(F)F)cc1,0.0%,4.5%,i,-3.0%,16.3%,6.5%,i,1.2%,?,24.9%,?
CCCCCCn1c(=O)c(-c2nc3ccccc3c(=O)[nH]2)c(O)c2ccccc21,0.6%,0.2%,2.77e-08M*,nt,-4.0%,-5.4%,2.41e-08M*,-1.2%,i,-5.0%,?
CCOC(=O)CSc1nc2ccsc2c(=O)n1C1CCN(C(=O)OCC)CC1,-1.6%,-9.2%,?,2.6%[0.369 µM],-7.2%,nt,?,0.0%,?,8.9%,i
Cc1ccc(C(C(=O)NCc2ccco2)N(C(=O)Cn2nnc3ccccc32)c2ccccc2)o1 (stereo unspecified),1.5%,-1.5%,i,-0.1%[57.5 µM],42.4%[activator],-1.0%,i,-0.6%,i,1.3%,i
Nc1cc(=O)[nH]c(SCc2nnc(-c3ccccc3)o2)n1,-2.3%,-4.7%,i,-0.2%[57.5 µM],-29.0%,-2.0%,i,0.0%,?,-6.4%,i
Cc1ccc(S(=O)(=O)/C(C#N)=C/c2c(N3CCN(C)CC3)nc3c(C)cccn3c2=O)cc1,1.6%[25.5 µM],nt,9.91e-08M*,nt,nt,nt,1.15e-07M*,0.0%[20.6 µM],?,nt,i
CC1CCCN(C(C(=O)Nc2ccc3c(c2)OCO3)c2ccccc2)C1 (stereo unspecified),-1.3%,-3.8%,nt,0.4%,3.9%,-3.0%,nt,-1.5%,nt,-11.0%,nt
O=C(CN(CC1CCCO1)C(=O)CCC(=O)Nc1ccccn1)NCC1CCCO1 (stereo unspecified),-1.1%,-4.1%,1.89e-08M*,-0.1%[57.5 µM],-17.1%,-3.7%,1.82e-08M*,1.9%,?,-17.4%,i
CCCCCn1c(=N)n(CC(O)COc2ccccc2OC)c2ccccc21 (stereo unspecified),2.0%,-5.1%[2.3 µM],nt,-1.3%,12.6µM*,7.4%,nt,nt,nt,-15.7%,nt
O=C(Nc1ccccc1)OCCOc1ccccc1,-5.9%,21.3%,nt,0.2%,-8.5%,13.0%,nt,0.0%,nt,-3.8%,nt
COc1cc2ccccc2cc1C(=O)Nc1ccccc1N1CCN(S(C)(=O)=O)CC1,0.2%,4.7%,1.27e-08M*,-0.8%,-26.9%,2.6%,?,0.0%,?,5.2%,i
CCCCOc1cc(C[C@@H]2CNC(=O)N2)ccc1OC,1.0%&-3.3%,-0.1%&-4.5%,i,-1.1%,?,-2.1%&-0.2%,i,0.0%&-0.6%,?,0.398µM*,i
Cc1ccc(Cn2c(CN3CCOCC3)nc3c2c(=O)n(C)c(=O)n3C)cc1,2.6%,-0.4%,i,nt,?,7.8%,i,1.2%,?,23.8%,?
O=C(O)Cn1c(-c2cscn2)nc2ccccc21,1.0%,-3.7%,i,0.2%[57.5 µM],-10.1%,1.0%,i,-1.6%,?,-6.8%,i
COc1cc(C)c(S(=O)(=O)N2CCOCC2)cc1C(C)C,0.1%,0.3%,i,0.2%,-24.1%,4.2%,3.2e-08M*,0.0%,i,18.9%,i
COc1ccc(-c2nnc(SC(C)C(=O)Nc3cccc(Cl)c3)o2)cc1 (stereo unspecified),0.9%,18.0%,i,-3.0%,13.6%,-2.7%,?,-1.3%,i,-2.6%,i
COCCCNS(=O)(=O)c1ccccc1,1.0%,-4.7%[11 µM],nt,-2.4%[0.0738 µM],30.4%[activator],7.1%[9.17 µM],nt,0.0%,nt,?,nt
O=C1CCC/C1=c1\s/c(=C\c2cccnc2)c(=O)n1-c1ccccc1,0.3%,-4.9%,?,1.0%[57.5 µM],11.5%,-3.8%,?,2.7%,?,27.8%,?
CC1(C)CC(=O)C2=C(C1)NC(Nc1nc3ccccc3o1)=NC21CCCCC1,6.4%,?,1.58e-08M*,-3.9%[57.5 µM],55.3%,-2.3%,9.09e-08M*,-0.6%,?,5.8%,i
CC(NC(=O)c1nn(C)c(=O)c2ccccc12)c1ccccc1 (stereo unspecified),0.8%,0.0%,i,-0.8%,-10.1%,4.9%,i,3.7%,i,?,i
CNCCCCOc1ccccc1Cc1ccccc1,?,-6.7%,nt,nt,-29.3%,-3.9%,nt,4.2%,nt,-12.6%,nt
CC(=O)c1c(C)[nH]c(C(=O)OC2CCCCC2=O)c1C (stereo unspecified),2.0%,-6.0%,i,-1.6%,-2.5%,-3.5%,?,0.0%,?,1.1%,i
C=CCn1c(N2CCCCCC2)nc2c1c(=O)[nH]c(=O)n2C,2.7%,-1.9%,i,-0.2%[57.5 µM],17.6%,-1.0%,i,1.3%,?,?,i
CCCCNC(=O)CSc1nnc(-c2ccco2)n1C,0.7%,-1.9%,i,nt,-7.0%,-1.6%,i,-0.7%,?,-1.4%,i

# Screening data: PubChem, National Center for Advancing Translational Sciences (NCATS)

# The list is partial (hit frequency here may not be typical).
